TDP1 cell CPT – DT40-hTDP1 cell growth loss with CPT; chicken DT40 Tdp1-/-;hTDP1 cells + 20 nM CPT, ATP luminescence, 48 h; 12% of 420,000 active; Potency, µM (titrated, usually from 46.2 µM), without a hit: at the highest dose activity change, negative = growth inhibition, usual class: inhibitors; also: nearly all actives have a fitted effect of over 55% in size
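Chicken DT40 Tdp1-/- cells stably complemented with human TDP1 were seeded at 400 cells/well in medium containing 20 nM camptothecin, exposed to pin-transferred compounds, and grown at 37 °C for at least 48 hr. Viability was read as ATP luminescence.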
DT40 TDP1 no CPT – qHTS for Inhibitors of human tyrosyl-DNA phosphodiesterase 1 (TDP1): qHTS in cells in absence of CPT | DT40 Tdp1-/- hTDP1 cells, no CPT, ATP luminescence, 48 h | Potency, µM (top dose mostly 46.2 µM), for inactives: at the highest dose activity change, negative = growth inhibition, usual class: inhibitors | 15% of 420,000 active | AID 686978, 2013; also: nearly all actives have a fitted effect of over 55% in size
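Readout: luminescence from CellTiter-Glo after 30 min in the dark at RT. Cells: DT40 Tdp1-/- with stable hTDP1, 400/well. Exposure: compounds alone, ≥48 hr, 37 °C.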
KAT2A inh – inhibitors of human GCN5L2 histone acetyltransferase; Q92830; GCN5L2 HAT assay, ThioGlo1 CoA-SH fluorescence; Potency, µM (highest dose often 58.9 µM), for the others: at the highest dose activity change, negative = inhibition, actives largely listed as inhibitors; 0.21% of 390,000 active; AID 504327
Target sequence (Q92830 whole entry, looked up): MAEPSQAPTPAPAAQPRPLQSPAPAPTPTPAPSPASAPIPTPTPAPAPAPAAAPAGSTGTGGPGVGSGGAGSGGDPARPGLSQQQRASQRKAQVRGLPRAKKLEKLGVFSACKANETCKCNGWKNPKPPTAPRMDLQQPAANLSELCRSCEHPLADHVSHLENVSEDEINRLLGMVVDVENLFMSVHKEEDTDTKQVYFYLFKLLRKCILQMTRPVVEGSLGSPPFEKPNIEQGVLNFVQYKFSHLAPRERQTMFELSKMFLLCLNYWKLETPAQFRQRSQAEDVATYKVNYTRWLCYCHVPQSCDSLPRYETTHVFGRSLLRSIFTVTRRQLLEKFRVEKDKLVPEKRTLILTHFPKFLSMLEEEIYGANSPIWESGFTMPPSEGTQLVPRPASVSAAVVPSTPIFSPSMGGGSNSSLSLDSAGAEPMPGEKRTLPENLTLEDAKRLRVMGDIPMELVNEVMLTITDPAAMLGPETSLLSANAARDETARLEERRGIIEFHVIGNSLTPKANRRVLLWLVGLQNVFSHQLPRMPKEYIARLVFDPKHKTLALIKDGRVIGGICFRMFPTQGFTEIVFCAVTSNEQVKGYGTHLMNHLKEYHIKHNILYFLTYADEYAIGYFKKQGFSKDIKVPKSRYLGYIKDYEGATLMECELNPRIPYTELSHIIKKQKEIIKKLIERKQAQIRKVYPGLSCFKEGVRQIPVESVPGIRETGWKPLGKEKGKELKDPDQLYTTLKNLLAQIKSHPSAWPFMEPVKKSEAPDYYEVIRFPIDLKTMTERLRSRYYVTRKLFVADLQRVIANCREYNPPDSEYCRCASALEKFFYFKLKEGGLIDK
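qHTS, 1536-well. 20nM enzyme, pH 7.5 HEPES/EDTA/Tween-20 buffer; 15 min compound preinc., RT. Start: 75uM H3(1-25), 70uM AcCoA, 50uM ThioGlo1. Read Ex340/Em540 at t=0 (autofluorescence flag) and t=20 min.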
An asterisk follows results filed as active; ? = inconclusive; . = no result given; ! = not active in a repeat; [ ] = remark or other dose. Calls follow the shape of the dose curve; as a rule, active = well fitted curve in the direction sought with a large enough effect; inconclusive = small, poorly fitted or top-dose-only effect, or another doubt; inactive = no such curve, though single readings can be large; an effect the other way counts as inactive or inconclusive. % is scaled to controls: 0 for no effect and ±100 for the full control effect; potency is read from the fitted curve at half-maximal effect. This is a subset; the hit share may differ from the screen's.

SMILES | TDP1 cell CPT | DT40 TDP1 no CPT | KAT2A inh
CCOC(=O)/C(C#N)=C\C1=C(N2CCCC2)CC(C)(C)OC1 | 11.9% | 1.9% | -7.5%
CC(C)(C)CC(C)(C)N=C1Nc2ccc(Cl)cc2NC12C[C@H]1CCC(=O)N3CC[C@@H](C2)[C@@H]13 (stereo partly specified) | ? | 12.6µM* | .
O=C(CSc1nnc(-c2ccccc2)o1)Nn1cnnc1 | -6.1% | -0.8% | 3.5%
COc1ccc(-n2nc(C(=O)NCC(=O)N(C)Cc3ccccc3)c3ccccc3c2=O)cc1 | -21.9% | ? | -6.6%
CCNC(=O)C1CCCN(C(=O)c2ccc(-c3ccccc3)cc2)CC1 (stereo unspecified) | -12.6% | ? | .
O=C(N/N=C/c1ccco1)c1cccc(S(=O)(=O)Nc2ccccc2Cl)c1 | -10.4% | 0.1% | -14.5%
O=C(COc1ccc(Cl)cc1)Nc1ccc(-c2nc3ccccc3s2)c(O)c1 | ? | 18.4µM* | 24.1%
C=CCC1S/C(=N/N=C/c2cccs2)NC1=O (stereo unspecified) | -4.2% | ? | 1.6%
O=C(CC(=O)N/N=C\c1ccc(F)cc1)NCCc1ccccc1 | 4.8% | -3.1% | -0.5%
Cc1nn(S(=O)(=O)c2ccccc2)c(C)c1Sc1ccc([N+](=O)[O-])cc1 | ? | -28.8% | -3.2%
CCCn1c(=O)c(C(=O)Nc2cccc(C)n2)c(O)c2ccccc21 | ? | ? | -29.1%
O=C(CSc1nnc(-c2ccccc2)c(-c2ccccc2)n1)Nc1ncc(Cl)cc1Cl | -1.9% | -15.4% | 24.2%
O=C(Cn1cc(Cl)ccc1=O)c1ccc(Cl)cc1 | -3.5% | -11.2% | 1.0%
CNC(=O)CCCCC(=O)N/N=C/c1ccc(Cl)cc1Cl | -6.8% | 18.4% | 3.3%
N/C(=N\c1nc2ccccc2o1)NC(=O)c1ccccc1 | ? | ? | ?
CCOC(=O)c1c(C)[nH]c(C(=O)CSc2nnc(Nc3ccccc3F)s2)c1C | ? | ? | 2.8%
O=C(CCc1ccccc1)Nc1cccc([N+](=O)[O-])c1 | -1.0% | -37.1% | -22.1%
COc1ccccc1NC(=S)N/N=C/c1cccc(C)c1 | ? | ? | -3.4%
COc1ccc(C2C=C(c3ccc(Cl)c(Cl)c3)Nc3ncnn32)cc1 (stereo unspecified) | ? | ? | -6.0%
COc1ccccc1CNC(=O)N1CCN(c2ccccc2)CC1 | ? | ? | 1.5%
COc1ccc(C(OC(=O)c2ccco2)C(=O)NC2CCCCC2)cc1OC (stereo unspecified) | -18.7% | -17.0% | 4.0%
Cc1cc(C)nc(NC(=O)c2cccs2)c1 | -16.0% | -8.6% | -5.4%
CN(Cc1ccccc1)C(=O)C1CCN(S(=O)(=O)c2ccc3c(c2)oc(=O)n3C)CC1 | -21.3% | -10.7% | 0.9%
Cc1ccc(C(=O)Nn2c(N)c(S(=O)(=O)c3ccc(C)cc3)c3nc4ccccc4nc32)cc1 | -11.0% | -4.6% | -11.7%
COc1cc(C=O)ccc1OCCCOc1ccccc1[N+](=O)[O-] | 6.3% | -1.5% | -7.3%
New compounds follow.
SMILES | TDP1 cell CPT | DT40 TDP1 no CPT | KAT2A inh
O=C(O)CNC(=O)C1(NC(=O)OCc2ccccc2)CCCC1 | ? | -3.1% | .
O=C(O)CNS(=O)(=O)c1ccc2c(c1)CCCC2 | -0.3% | -6.1% | -0.1%
CN1CCN(CCCN2c3ccccc3Sc3ccc(Cl)cc32)CC1 | 4.61µM*! | 20.6µM* | -8.6%
O=C1C(Br)=Cc2cccc3cccc1c23 | 10.5% | -6.4% | -9.5%
CCn1cnc2c([N+](=O)[O-])c(NS(=O)(=O)c3ccc(C)cc3)ccc21 | -20.6% | ? | -2.4%
O=c1oc(CCO)cc2ccccc12 | -13.7% | 5.3% | 0.8%
CCN(c1ccccc1)S(=O)(=O)c1ccc(C(C(=O)OC)C(=O)OC)c([N+](=O)[O-])c1 | 2.6% | -22.3% | -9.8%
CC(C)OCCCNc1ccc(N2C(=O)CCCC2=O)cc1[N+](=O)[O-] | -1.9% | 5.2% | ?
CCCOc1cccc(C(=O)NCCCNC(=O)c2cccnc2)c1 | -1.6% | 12.2% | 1.6%
CCCCc1nnc(NC(=O)c2oc3ccccc3c2C)s1 | -0.3% | -12.8% | 2.1%
COc1ccccc1C=NN=Cc1ccccc1O | -13.4% | -24.6% | .
COC(=O)C(C)Sc1nnc(Cc2cc(=O)[nH]c(=O)[nH]2)n1-c1ccc(OC)cc1 (stereo unspecified) | -8.0% | -1.1% | -3.2%
CCOc1ccccc1-n1nnnc1SC(C)C(=O)OC (stereo unspecified) | 1.0% | -6.1% | 1.2%
O=[N+]([O-])c1nn(-c2ccc3c(c2)OCCO3)n(O)c1=NCCC1=CCCCC1 | -25.9% | -26.7% | -0.9%
CC(Oc1ccccc1)C(=O)Nc1ccc(C(N)=O)cc1 (stereo unspecified) | -9.8% | -8.9% | 4.1%
CCN(CC)c1ccc2cc(-c3nc(-c4cc5ccccc5oc4=O)cs3)c(=O)oc2c1 | -1.8% | -8.3% | .
CC1CC(C)CN(CCCNC(=O)CC2Oc3ccccc3NC2=O)C1 (stereo unspecified) | 12.6% | -0.4% | -4.1%
CN(CC(=O)Nc1cccc(S(=O)(=O)N2CCCC2)c1)CC(=O)Nc1ccc(F)c(F)c1F | ? | ? | .
c1c[nH]c(CN2CCN(Cc3ncc[nH]3)CC2)n1 | -3.3% | -13.1% | .
Cc1nc(SCc2c(F)cccc2Cl)n[nH]1 | ? | -5.9% | 0.0%
CCC1=Nc2cc(C(=O)NCCCOC(C)C)ccc2Sc2ccccc21 | ? | ? | -4.6%
CCOc1ccc(-c2nc3c(c(SCC(=O)Nc4ccccc4C)n2)Cc2ccccc2O3)cc1 | -0.3% | -10.7% | -2.9%
COc1cccc(C(=O)N(Cc2ccc3c(c2)OCO3)Cc2nc3ccccc3c(=O)[nH]2)c1 | ? | -25.8% | -9.2%
Cc1ccc(S(=O)(=O)Nc2cccc(C(=O)NCC(c3ccccc3)N(C)C)c2)cc1F (stereo unspecified) | -14.7% | ? | 1.3%
CCOC(=O)c1ccccc1NC(=O)Cn1ncc2c([nH]c3ccccc32)c1=O | -5.1% | ? | -2.4%

Complete entries, looked up by structure. Order of values: TDP1 cell CPT	DT40 TDP1 no CPT	KAT2A inh
Record of O=[N+]([O-])c1nn(-c2ccc3c(c2)OCCO3)n(O)c1=NCCC1=CCCCC1 : -25.9%	-26.7%	-0.9%
Record of O=C(CCc1ccccc1)Nc1cccc([N+](=O)[O-])c1 : -1.0%	-37.1%	-22.1%

Further entries
SMILES | TDP1 cell CPT | DT40 TDP1 no CPT | KAT2A inh
COc1ccc(OC)c(NC(=O)CSc2n[nH]c(-c3ccccc3Cl)n2)c1 | 10.3µM* | ? | -3.4%
OC[C@@H]1CN(Cc2ccncc2)C[C@H](n2cnc3c(NCc4ccco4)ncnc32)O1 | -24.5% | ? | .
O=C(CCNC(=O)Cn1ccc2ccccc2c1=O)NCCN1CCc2ccccc2C1 | -4.4% | -23.5% | -25.4%
CC(=O)N1CCCC1c1nc2ccccc2n1Cc1ccccc1F (stereo unspecified) | -22.4% | ? | -1.8%
CCOc1ccc(NS(=O)(=O)c2ccc3[nH]cc(C(=O)N(C)Cc4ccccc4)c(=O)c3c2)cc1 | 5.3% | -13.7% | -10.4%
Oc1ccccc1N=Nc1nc(-c2ccccc2)c(-c2ccccc2)[nH]1 | 2.59µM* | 2.91µM* | 3.1%
Cn1cc(Cl)c(C(=O)NC2CCCC2)n1 | -7.8% | -8.5% | ?
CCN(CC)S(=O)(=O)c1cc(NC(=O)C(C)N2CCc3ccccc32)ccc1C (stereo unspecified) | ? | 25.9µM* | 1.7%
NC(=O)[C@@H]1CCCN1Cc1nc(Cc2ccccc2F)no1 | -4.3% | 10.2% | 0.6%
O=c1cc(-c2cccc(F)c2)oc2ccccc12 | ? | ? | .
C=CC#CC1(O)CC(C)[N+](C)(C)CC1C (stereo unspecified) | ? | ? | -20.1%
Cc1ccc(OCC(O)CN2CCOCC2)c(C)c1 (stereo unspecified) | -11.1% | -16.0% | 11.0%
Cc1ccc(SC[C@H](C)CN2CC[C@H](C(C)(C)C)CCC2=O)cc1 | ? | 16.4µM* | -4.7%
COC(=O)Nc1sc2c(c1C(N)=O)CCC(C)C2 (stereo unspecified) | -4.4% | -3.4% | 8.1%
COC(=O)c1ccc2c(=O)n(-c3ccccc3)c(SCN3C(=O)c4ccccc4C3=O)nc2c1 | -11.6% | -25.5% | -1.1%
CCCCCCCN1C=CC(=O)CC1 | -1.7% | -10.1% | 13.3%
COc1cc2nc(SCc3cccc(Cl)c3)n3nc(CCn4nc(C)cc4C)nc3c2cc1OC | -3.7% | -10.9% | -1.4%
CO/N=C(/C)CCS(=O)(=O)c1ccccc1 | -3.6% | 0.5% | 1.9%
COc1ccc(NC(=O)CN(C)C(=O)c2cccc(Oc3ccccc3)c2)cc1 | ? | ? | 2.1%
COC(=O)c1sc(S(=O)(=O)Nc2c(C)nn(C)c2C)c(C(=O)OC)c1C | -12.1% | -22.0% | -1.9%
O=C(OCC(=O)N1CCCc2ccccc21)c1ccc(Br)o1 | 1.1% | -11.4% | -6.6%
CCC1(CC)Cc2ccccc2-c2[nH]c(=S)[nH]c(=O)c21 | 17.3% | 0.9% | .
CCn1nc(C)c(NC(=O)CSc2nnc(-c3ccco3)n2C)c1C | -11.8% | -3.0% | -1.4%
CNC(=O)CSc1nnc(CCc2ccccc2)n1-c1ccccc1 | ? | ? | 1.4%
O=C(O)Cc1cccc(=O)c(O)c1C(=O)O | 4.3% | -1.8% | .

Filtered by structure, the entries above containing two or more sulfur atoms.
SMILES | TDP1 cell CPT | DT40 TDP1 no CPT | KAT2A inh
C=CCC1S/C(=N/N=C/c2cccs2)NC1=O (stereo unspecified) | -4.2% | ? | 1.6%
Cc1nn(S(=O)(=O)c2ccccc2)c(C)c1Sc1ccc([N+](=O)[O-])cc1 | ? | -28.8% | -3.2%
CCOC(=O)c1c(C)[nH]c(C(=O)CSc2nnc(Nc3ccccc3F)s2)c1C | ? | ? | 2.8%
COC(=O)c1sc(S(=O)(=O)Nc2c(C)nn(C)c2C)c(C(=O)OC)c1C | -12.1% | -22.0% | -1.9%

In the list so far, these contain a COOH group:
SMILES | TDP1 cell CPT | DT40 TDP1 no CPT | KAT2A inh
O=C(O)CNC(=O)C1(NC(=O)OCc2ccccc2)CCCC1 | ? | -3.1% | .
O=C(O)CNS(=O)(=O)c1ccc2c(c1)CCCC2 | -0.3% | -6.1% | -0.1%
O=C(O)Cc1cccc(=O)c(O)c1C(=O)O | 4.3% | -1.8% | .

Additional records
SMILES | TDP1 cell CPT | DT40 TDP1 no CPT | KAT2A inh
Cc1cc(NC(=O)CSc2ncnc3c2cnn3-c2cccc(Cl)c2)no1 | -2.4% | ? | 0.0%
O=C(c1ccc(-c2ccc([N+](=O)[O-])cc2Cl)o1)N1CCOCC1 | 36.2%[activator] | 0.1% | -2.6%
COc1ccc(NC(=O)Nc2ccccc2C)c(OC)c1 | -7.8% | -5.8% | -6.5%
Cc1cnc(CNc2nc(-c3ccc4c(c3)OCO4)nc3ccccc23)cn1 | -20.2% | -18.9% | -20.6%
O=C(COc1cc(Cl)ccc1Cl)Nc1ccc2c(c1)CCC2 | 3.1% | ? | 2.1%
Cc1ccc(NC(=O)CN2C(=O)C(c3ccc(C(C)(C)C)cc3)=NC2(C)C)cc1 | ? | ? | -4.6%
CN1CC=C2C(C#N)=C(N)C(C#N)(C#N)C(c3ccsc3)C2C1 (stereo unspecified) | ? | ? | 3.4%
Cc1cnc(C)c(Nc2nc(C(N)Cc3ccc(F)cc3)cs2)n1 (stereo unspecified) | 25.9µM* | ? | .
CC(=O)Nc1cc(-c2ccc(C(=O)NC3CC3)cc2)cn2c(-c3cccc(C(C)=O)c3)cnc12 | ? | 23.1µM* | .
CCCc1nnc(SCC(=O)N2CCCCC2C)n1CC1CCCO1 (stereo unspecified) | -13.9% | -0.5% | -5.4%
CSCC(C)N1CCC(CO)(CCCc2ccccc2)CC1 (stereo unspecified) | 1.8% | -23.6% | -3.0%
COc1ccccc1NC(=O)Cn1c(=O)n(Cc2ccco2)c(=O)c2oc3ccccc3c21 | ? | 14.6µM* | 0.2%
COc1ccc(NC(=O)CSc2n[nH]c(N)n2)cc1OC | 1.3% | -0.1% | 13.4%
Cc1ccc(S(=O)(=O)N(C)C)cc1NC(=S)NCCc1ccccn1 | -6.3% | -17.6% | 3.2%
CCOc1ccc(CCNC(=O)CCc2nnc3ccc(N4CCOCC4)nn23)cc1 | -23.8% | -13.9% | ?
CCOc1ccc(/C=C2/C(=O)N(c3ccc(OC)cc3)C(=S)N2CC(=O)OC)cc1OCC | ? | ? | -14.2%

Source: PubChem BioAssay
